Assay outcomes from PubChem BioAssay.
EPAC1 antag – antagonists of human EPAC1; EPAC1 GEF assay, Rap1b-BODIPY-GDP exchange fluorescence; Potency, µM (doses to about 115 µM), inactives show top-dose activity change, negative = inhibition, hits mostly inhibitors; 0.14% of 360,000 active; AID 720709;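 note: plate controls were vehicle for no effect and positive control for full effect; nearly all actives have a fitted effect of over 50% in size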
Target sequence (O95398 whole entry, looked up): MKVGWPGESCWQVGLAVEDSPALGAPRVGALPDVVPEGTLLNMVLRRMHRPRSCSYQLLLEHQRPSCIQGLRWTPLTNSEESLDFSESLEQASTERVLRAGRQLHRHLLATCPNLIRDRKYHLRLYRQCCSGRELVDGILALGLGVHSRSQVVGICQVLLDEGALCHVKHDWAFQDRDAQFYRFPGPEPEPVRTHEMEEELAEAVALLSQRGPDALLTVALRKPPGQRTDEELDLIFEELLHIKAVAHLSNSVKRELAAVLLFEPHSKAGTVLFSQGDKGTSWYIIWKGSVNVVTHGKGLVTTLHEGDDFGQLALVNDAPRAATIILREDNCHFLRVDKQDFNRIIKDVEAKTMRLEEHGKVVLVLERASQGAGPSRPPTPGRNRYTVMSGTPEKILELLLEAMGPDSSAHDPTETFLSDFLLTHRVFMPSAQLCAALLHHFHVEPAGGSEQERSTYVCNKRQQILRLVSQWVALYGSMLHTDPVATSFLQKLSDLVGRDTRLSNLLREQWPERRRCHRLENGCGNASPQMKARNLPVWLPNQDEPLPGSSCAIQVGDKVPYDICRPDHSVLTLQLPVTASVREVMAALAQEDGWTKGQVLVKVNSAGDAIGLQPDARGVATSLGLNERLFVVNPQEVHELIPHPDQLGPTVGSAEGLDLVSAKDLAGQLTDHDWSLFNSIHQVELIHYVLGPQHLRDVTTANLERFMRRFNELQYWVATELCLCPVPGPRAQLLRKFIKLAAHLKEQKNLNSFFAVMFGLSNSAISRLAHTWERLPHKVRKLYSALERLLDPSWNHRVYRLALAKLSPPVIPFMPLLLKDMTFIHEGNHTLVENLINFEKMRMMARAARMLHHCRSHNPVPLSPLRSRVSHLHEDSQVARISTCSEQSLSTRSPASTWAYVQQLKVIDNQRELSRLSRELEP
EPAC2 ag – EPAC2 (human) agonism | Q8WZA2 | EPAC2 activation, biochemical qHTS; response scale: 100% = 6.5 mM cAMP response | Potency, µM (highest dose often 154 µM), for the others: at the top dose activation, usual class: activators | 0.079% of 360,000 active | AID 720711; note: nearly all actives have a fitted effect of over 50% in size
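Fluorescence exchange assay: 100 nM EPAC2 with 250 nM RAP1B-BODIPY-GDP and 50 uM GDP; compounds tested as a concentration-titration series (qHTS). Loss of Rap1-bound BODIPY-GDP fluorescence read at 480/540 nm; data normalized to 6.5 mM cAMP.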
FUS suppressor – rescues growth of FUS-expressing yeast; 0.24% of 390,000 active; Potency, µM (highest dose often 76.6 µM), for the others: top-dose growth rescue (activation), actives largely listed as activators; S. cerevisiae FUS-expressing, growth rescue, OD600, 24 h; AID 1347120;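 note: plate controls were DMSO vehicle for no effect and reference control for full effect; nearly all actives have a fitted effect of over 55% in size; some results filed as inactive show a strong effect at the top dose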
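Quantitative HTS measuring growth restoration of FUS-toxic yeast. Galactose-induced cells (OD 0.005) were exposed 24hr at 30C to compounds at several concentrations, then absorbance at 600 nm was recorded.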
EPAC2 antag – EPAC2 (human) antagonism | Q8WZA2 | EPAC2 GEF exchange of Rap1B-BODIPY-GDP, fluorescence | Potency, µM (doses to about 114 µM), for inactives: at the top dose activity, negative = inhibition, most hits filed as inhibitors | 0.18% of 360,000 active | AID 720708; note: % is set by controls: 0 for no effect and ±100 for the full control effect; nearly all actives have a fitted effect of over 45% in size; many of its hits are not listed in these tables
aSyn rescue – inhibitors of alpha-synuclein toxicity in yeast | Yeast expressing alpha-synuclein, growth rescue, BacTiter-Glo, 24 h | Potency, µM (doses to about 46.1 µM), without a hit: at the highest dose growth rescue (activation), usual class: activators | 0.14% of 370,000 active | AID 652106; note: % of control where 0% means no effect; nearly all actives have a fitted effect of over 65% in size
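Readout is rescue of growth in alpha-synuclein-expressing yeast, so inhibitors of toxicity appear as activators. Growth after 24 hr at 30 deg C in galactose medium is quantified by luminescence.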
PTHR1 ag – agonists of human PTHR1 parathyroid hormone receptor; Q03431; HEK293 GP2 PTHR1 cells, GloSensor cAMP luminescence, 1 h; AID 743266; Potency, µM (doses to about 115 µM), for inactives: at the highest dose activation, most hits filed as activators; 0.075% of 410,000 active; note: nearly all actives have a fitted effect of over 55% in size; some results filed as inactive show a strong effect at the top dose; inactives centre near -15; many of its hits are not listed in these tables
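HEK-293-derived GP2 cells expressing PTHR1 and a GloSensor cAMP reporter, 3,000/well, plated overnight, given luciferin plus IBMX (each 0.5 mM as added) for 1 h at 37 °C, then compound for 1 h at 37 °C. Luminescence was read after 15 min at room temperature.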
EPAC1 agonist – agonists of human EPAC1; EPAC1 agonist qHTS, biochemical assay; response scale: 100% = response to 6.5 mM cAMP; 0.073% of 360,000 active; Potency, µM (doses to about 154 µM), for inactives: top-dose activation, hits mostly activators; AID 720707; note: nearly all actives have a fitted effect of over 60% in size
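EPAC1 100 nM, Rap1B–BODIPY-GDP 250 nM, unlabeled GDP 50 uM; compound titration; 5 min RT; kinetic read ex480/em540 at 5-min intervals ×30 min; data normalized to 6.5 mM cAMP agonist control.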
TDP43 rescue – inhibitors of TDP-43 toxicity in yeast | TDP-43 expressing yeast growth rescue, BacTiter-Glo, 24 h | Potency, µM (highest dose often 46.1 µM), for inactives: at the top dose growth rescue (activation), usual class: activators | 1.8% of 410,000 active; note: % of control where 0% means no effect; nearly all actives have a fitted effect of over 50% in size
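Yeast expressing TDP-43 (pregrown in raffinose, seeded at OD600=0.02 in galactose medium) exposed to compounds 24 hr at 30 deg C. Growth read by BacTiter-Glo luminescence; rescue of toxicity appears as increased signal.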
* = called active by the depositor; i = inactive; ? = inconclusive; . = not tested or not shown; [ ] = remark or other dose. Calls come from the whole dose curve; as a rule, active = well fitted curve in the direction sought with a large enough effect; inconclusive = small, poorly fitted or top-dose-only effect, or another doubt; inactive = no such curve, though single readings can be large; an effect the other way counts as inactive or inconclusive. Potency is the fitted concentration of half-maximal effect. Not all compounds are listed (hit frequency here may not be typical).

Field names – A = EPAC1 antag; B = EPAC2 ag; C = FUS suppressor; D = EPAC2 antag; E = aSyn rescue; F = PTHR1 ag; G = EPAC1 agonist; H = TDP43 rescue
(1) Cc1ccc(N2C(=O)NC(=O)/C(=C\c3cc(C)n(-c4ccc(C(=O)O)cc4)c3C)C2=O)cc1
  A = -2%	B = -1%	C = 39%	D = -6%	E = 2%	F = 1%	G = -2%	H = -6%

(2) c1ccc(-c2ccc(CN3Cc4ccccc4-n4nncc4C3)cc2)cc1
  A = 5%	B = 3%	C = -24%	D = 2%	E = 13%	F = -85%[inhibitor]	G = -1%	H = ?

(3) O=C1c2ccccc2-n2nnc(-c3ccccc3)c2C2c3cc(Br)ccc3CCN12 (configuration not stated)
  A = 0%	B = -3%	C = -21%	D = -13%	E = 4%	F = 0%	G = -1%	H = 22%

(4) COc1ccc(C(CNC(=O)Cc2ccc(Cl)c(Cl)c2)N2CCCCC2)cc1 (configuration not stated)
  A = 12%	B = -6%	C = .	D = 17%	E = -1%	F = i	G = -2%	H = 2%

(5) C[C@]12CC[C@@H](O)CC1=CC(=O)C1C2CC[C@]2(C)C(=O)CCC12 (some centres not stated)
  A = -4%	B = -8%	C = .	D = 4%	E = 2%	F = i	G = -11%	H = 0%

(6) O=C(Cc1ccccc1)OCCN1CCCCC1
  A = 7%	B = 6%	C = 13%	D = 8%	E = -4%	F = -1%[57.5 µM]	G = -9%	H = -6%

(7) CCCn1c(C(=O)c2ccc(OC)cc2)nc2ccccc21
  A = -8%	B = 0%	C = 2%	D = -30%	E = -4%	F = i	G = 17%	H = ?

(8) CCOC(=O)[C@]12Cc3ccccc3[C@H]1N(C(C)C)C(=O)c1ccccc12
  A = 12%	B = -3%	C = -2%	D = -7%	E = -19%	F = -88%[inhibitor]	G = 0%	H = ?

(9) O=C(COc1ccc2ccccc2c1)N1CCN(Cc2ccncc2)CC1
  A = -6%	B = 3%	C = 12%	D = 12%	E = 2%	F = -23%	G = -2%	H = -12%

(10) CCC(C)N1CCN(C(=O)COc2ccc3ccccc3c2)CC1 (configuration not stated)
  A = -24%	B = 9%	C = -8%	D = 4%	E = -8%	F = -13%	G = -1%	H = 3%

(11) Cc1ccc(-n2c(O)c(C=Nc3ccc(Br)cn3)c(=O)[nH]c2=O)cc1
  A = 14%	B = 2%	C = 1%	D = 2%	E = 4%	F = i	G = -6%	H = -4%

(12) COc1ccc(-c2ccc3n2Cc2cnnn2-c2ccccc2-3)cc1
  A = -7%	B = 15%	C = -12%	D = -13%	E = -11%	F = -27%	G = -6%	H = ?

(13) CCCCC[C@@H]1CCCCC[C@@H](O)C[C@H](O)[C@H](O)/C=C/C(=O)O1
  A = -17%	B = -2%	C = -3%	D = 4%	E = 0%	F = i	G = -10%	H = ?

(14) CC[C@]12CC[C@H](O)CC1=CCC1C2CC[C@]2(C)C(=O)CCC12 (some centres not stated)
  A = 17%	B = 3%	C = 14%	D = 5%	E = 20%	F = -10%	G = -3%	H = 1%

(15) COc1ccc(NC2=NC(C)(C)CS2)cc1
  A = -11%	B = 1%	C = -19%	D = -6%	E = -3%	F = -16%	G = 12%	H = -5%

(16) O=C1NC(=O)N(c2ccc3c(c2)OCO3)C(=O)/C1=C/c1ccc(N2CCCC2)o1
  A = 4%	B = 27%	C = .	D = -2%	E = -11%	F = i	G = ?	H = 19%

(17) CCOc1ccc(-c2cc(C(=O)N3CCC4(CC3)OCCO4)c3ccccc3n2)cc1
  A = -21%	B = 27%	C = 29%	D = 3%	E = -2%	F = -8%	G = 3%	H = 0%

(18) O=C(c1ccc(Br)cc1)C12CN3CN(CN(C3)C1)C2
  A = 9%	B = 7%	C = -1%	D = 3%	E = -1%	F = -18%	G = 6%	H = 4%

(19) COc1ccc(NC(=O)c2cccn(Cc3ccc(Cl)cc3)c2=O)c(OC)c1
  A = .	B = .	C = 3%	D = .	E = 3%	F = -93%[inhibitor]	G = .	H = 13%

(20) CCC(=NCc1ccco1)c1c(O)[nH]c(=O)[nH]c1=O
  A = 11%	B = -2%	C = 1%	D = 7%	E = 1%	F = i	G = -5%	H = -3%

Taken from the entries so far (eleven entries):
Field names – A = EPAC1 antag; B = EPAC2 ag; C = FUS suppressor; D = EPAC2 antag; E = aSyn rescue; F = PTHR1 ag; G = EPAC1 agonist; H = TDP43 rescue
(10) CCC(C)N1CCN(C(=O)COc2ccc3ccccc3c2)CC1 (configuration not stated)
  A = -24%	B = 9%	C = -8%	D = 4%	E = -8%	F = -13%	G = -1%	H = 3%

(11) Cc1ccc(-n2c(O)c(C=Nc3ccc(Br)cn3)c(=O)[nH]c2=O)cc1
  A = 14%	B = 2%	C = 1%	D = 2%	E = 4%	F = i	G = -6%	H = -4%

(12) COc1ccc(-c2ccc3n2Cc2cnnn2-c2ccccc2-3)cc1
  A = -7%	B = 15%	C = -12%	D = -13%	E = -11%	F = -27%	G = -6%	H = ?

(13) CCCCC[C@@H]1CCCCC[C@@H](O)C[C@H](O)[C@H](O)/C=C/C(=O)O1
  A = -17%	B = -2%	C = -3%	D = 4%	E = 0%	F = i	G = -10%	H = ?

(14) CC[C@]12CC[C@H](O)CC1=CCC1C2CC[C@]2(C)C(=O)CCC12 (some centres not stated)
  A = 17%	B = 3%	C = 14%	D = 5%	E = 20%	F = -10%	G = -3%	H = 1%

(15) COc1ccc(NC2=NC(C)(C)CS2)cc1
  A = -11%	B = 1%	C = -19%	D = -6%	E = -3%	F = -16%	G = 12%	H = -5%

(16) O=C1NC(=O)N(c2ccc3c(c2)OCO3)C(=O)/C1=C/c1ccc(N2CCCC2)o1
  A = 4%	B = 27%	C = .	D = -2%	E = -11%	F = i	G = ?	H = 19%

(17) CCOc1ccc(-c2cc(C(=O)N3CCC4(CC3)OCCO4)c3ccccc3n2)cc1
  A = -21%	B = 27%	C = 29%	D = 3%	E = -2%	F = -8%	G = 3%	H = 0%

(18) O=C(c1ccc(Br)cc1)C12CN3CN(CN(C3)C1)C2
  A = 9%	B = 7%	C = -1%	D = 3%	E = -1%	F = -18%	G = 6%	H = 4%

(19) COc1ccc(NC(=O)c2cccn(Cc3ccc(Cl)cc3)c2=O)c(OC)c1
  A = .	B = .	C = 3%	D = .	E = 3%	F = -93%[inhibitor]	G = .	H = 13%

(20) CCC(=NCc1ccco1)c1c(O)[nH]c(=O)[nH]c1=O
  A = 11%	B = -2%	C = 1%	D = 7%	E = 1%	F = i	G = -5%	H = -3%

Following part
Field names – A = EPAC1 antag; B = EPAC2 ag; C = FUS suppressor; D = EPAC2 antag; E = aSyn rescue; F = PTHR1 ag; G = EPAC1 agonist; H = TDP43 rescue
(21) CC1=CC(=C2C(=O)NC(=S)NC2=O)C=C(C(F)(F)F)N1Cc1ccccc1
  A = 10%	B = 10%	C = -12%	D = 12%	E = 0%	F = -12%	G = -3%	H = -11%

(22) Cc1cccc(OP(N)(=O)Oc2cccc(C)c2)c1
  A = -4%	B = -2%	C = -18%	D = -15%	E = -6%	F = i	G = 3%	H = 12%

(23) CCOC(=O)C1CCN(C(C)C(=O)c2c[nH]c3ccccc23)CC1 (configuration not stated)
  A = -9%	B = 6%	C = 1%	D = -1%	E = 6%	F = i	G = 3%	H = 6%

(24) Cc1ccnc(-n2c(C)cc(C=C3C(=O)N(C)C(=S)N(C)C3=O)c2C)c1
  A = 1%	B = 10%	C = ?	D = -4%	E = 16%	F = -23%	G = 12%	H = -10%

(25) CCc1nn(CC(=O)N2CCC3(CC2)OCCO3)c(=O)c2cc3ccccc3n12
  A = -1%	B = -10%	C = 4%	D = 7%	E = 0%	F = i	G = -8%	H = -27%

(26) C=CCn1c(O)c(C(C)=NCCCN2CCOCC2)c(=O)[nH]c1=O
  A = 1%	B = 10%	C = -12%	D = -2%	E = -5%	F = i	G = 4%	H = -13%

(27) C=CCN1C(=O)/C(=C/c2cccs2)C(=O)NC1=S
  A = 0%	B = -1%	C = ?	D = -1%	E = -44%[inhibitor]	F = -22%	G = 12%	H = 0%

(28) N#Cc1ccccc1NC(=O)CN1CC=C(c2ccccc2)CC1
  A = -16%	B = 8%	C = -10%	D = 16%	E = -2%	F = -12%	G = 8%	H = 2%

(29) CNC(=O)Nc1ccc(C(O)(C(=O)OC)C(F)(F)F)cc1 (configuration not stated)
  A = 9%	B = 15%	C = -15%	D = 2%	E = 0%	F = -1%	G = 2%	H = -6%
